Screens deposited in PubChem by Broad Institute.
PAX8 reporter: inhibitors of PAX8-driven TPO luciferase reporter, primary screen, RMG-I cells, single concentration; SteadyGlo, 24 h; inhibition, % at 12.6 µM; 360,000 tested, 1.2% active;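 active = mean replicate inhibition at least 60% with every replicate also reaching 60%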;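 note: luciferase light reporting Pax8 driven TPO promoter activity; plate controls were median of neutral control wells for no effect and mitoxantrone controls for full effect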
ARNT-TACC3 inh: disruptors of ARNT/TACC3 protein interaction, primary screen, biochemical, AlphaScreen, single concentration | AlphaScreen His-ARNT PAS-B/GST-TACC3 binding, luminescence; TACC3 fragment carries E629A point mutation | inhibition, % at 9.99 µM | Transforming acidic coiled-coil-containing protein 3 (Homo sapiens), Q9Y6A5 | AID 623870, 2012 | 390,000 tested, 0.66% active;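 active = mean inhibition of replicates at least 50% and at least half of replicates each reaching 50%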;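 note: 0% = complete ARNT plus TACC3 wells and 100% = ARNT alone without TACC3; many hits fall short of the cut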
The depositor's hits bear a star. Some of the compounds tested; count on the stated rates, not on these rows.

SMILES | PAX8 reporter | ARNT-TACC3 inh
N#CC1=C(SCC(N)=O)NC2=C(C(=O)c3ccccc32)C1c1ccc(Cl)cc1 (stereo unspecified) | 0 | -2
O=C(NCc1cccnc1)/C(=C/c1ccc(-c2cccc(C(F)(F)F)c2)o1)NC(=O)c1ccccc1 | 20 | -4
CC(=O)c1cccc(NC(=O)N2CCCC2C(=O)Nc2cccc(C)c2C)c1 (stereo unspecified) | 12 | -1
Cc1cc(C(=O)Nc2c(F)cc(F)cc2Br)c(C)o1 | -9 | -5
Cc1ccc(/C(N)=N/OC(=O)c2cc(-c3ccccc3)nc3ccccc23)cc1 | 20 | -5
CCC(C)(C(=O)NC1CCCC1)N(C(=O)CC1NC(=O)NC1=O)c1ccc(C)cc1 (stereo unspecified) | -26 | 0
CCCCn1nnnc1SCC(=O)c1cc(Cl)ccc1OC | 0 | -9
O=C(NCCNC(=O)C1CC2CCC1C2)C1CC2CCC1C2 (stereo unspecified) | -5 | -5
COc1ccccc1Nc1nc(N)nc(CSc2nnc(C)s2)n1 | -21 | 6
Cc1ccc(-c2nnc(SCC#CCOC(=O)c3cccs3)o2)cc1 | -50 | -1

Next section; it opens with the 2 that closed the last part.
SMILES | PAX8 reporter | ARNT-TACC3 inh
COc1ccccc1Nc1nc(N)nc(CSc2nnc(C)s2)n1 | -21 | 6
Cc1ccc(-c2nnc(SCC#CCOC(=O)c3cccs3)o2)cc1 | -50 | -1
Cn1c(-c2ccc3c(c2)OCO3)cnc1NCc1ccc(Cl)cc1 | 2 | 1
CCOC(=O)c1c(-c2ccccc2)nc2ccc(C)cn12 | -160 | -2
CCCC(=O)Nc1nnc(Cc2ccccc2)s1 | -33 | -5
Cc1cc2c(C)nc(-c3ccccc3)nc2o1 | -197 | -5
COc1cc(-c2nnc(-c3ccncc3)o2)ccc1OCc1ccccc1 | -14 | 2
Cc1ccc(N(C(C)C(=O)N2CCCCC2)S(C)(=O)=O)cc1C (stereo unspecified) | 3 | 27
COc1ccc(-c2cc(C3CCN(c4ccc(C(C)=O)cc4[N+](=O)[O-])CC3)[nH]n2)cc1 | 85* | 6
CCCCNCc1cc(OC)c(OCC(N)=O)cc1Br | -2 | -6
C=CCn1c(N)c(C(=O)NCC2CCCO2)sc1=S (stereo unspecified) | 4 | -16
Cc1ccc(C(=O)Nc2ccc3c(c2)nc2n3CCSC2)cc1 | -110 | -3
CC(c1ccccc1F)n1cc(C(=O)NCCc2ccco2)nn1 (stereo unspecified) | 8 | 2
COc1ccc(C(C#N)Nc2ccccc2C)cc1 (stereo unspecified) | 3 | 2
Cc1cc(C(=O)COC(=O)CN(C)S(=O)(=O)c2ccc(Cl)cc2)c(C)n1CC1CCCO1 (stereo unspecified) | -5 | 8
COc1ccccc1NC(=O)NC(N)=O | 7 | -7
C/C(Cn1cnc([N+](=O)[O-])n1)=N\NC(=O)c1ccccc1 | -9 | 5
N#Cc1cccc(C(c2nnnn2C2CCCC2)N2CCCCCC2)c1 (stereo unspecified) | 6 | 20
Cc1ccc(S(=O)(=O)NNC(=O)c2sc3nc(C)cc(C)c3c2-n2cccc2)cc1 | 10 | -4
O=C(CCN1CCN(c2ccccc2)CC1)Nc1ccccc1F | -9 | 1
S=c1[nH]nc(-c2cc(-c3ccco3)[nH]n2)n1-c1cccc2ccccc12 | 19 | 28
Cc1ccc(C)c(C(=O)O/N=C(\N)c2ccc(Br)cc2)c1 | -64 | 10
CCOC(=O)c1c(-c2ccc(OC)cc2)csc1NC(=O)CSc1ccccc1 | 12 | 0
O=C(ON=C1CCN(S(=O)(=O)c2ccccc2)CC1)c1ccccc1 | 6 | -7
CCC(C)(C)n1c(=O)[nH]c2c(c1=O)CCC2 | 12 | -21
CC(C)c1cc(C(F)(F)F)n2nc(C(=O)Nc3ccc4c(c3)OCO4)cc2n1 | -112 | -34
CN(C)/C=N/c1c(C(=O)NCc2ccccc2)nnn1Cc1ccccc1 | 21 | -13
COc1cc(C2c3c(oc4c(C)cc(C)cc4c3=O)C(=O)N2Cc2cccnc2)ccc1O (stereo unspecified) | -7 | -1
CC(=O)N1CCc2cc(S(=O)(=O)NCCN3CCC(C)CC3)ccc21 | -19 | 2
Cc1ccc(NC(=S)N2CCN(C(=O)C3CCCO3)CC2)c(C)c1 (stereo unspecified) | -33 | -26
CNC(=S)N1N=C(c2ccc(Br)cc2)CC1c1ccc(Br)cc1 (stereo unspecified) | 6 | 0
CCSc1ccc(NC(=O)c2cccnc2)cc1 | -56 | 1
COc1ccccc1Oc1ccc2c(c1)C(=O)N(c1ccccc1)C2=O | -11 | -9
COc1ccc(CN(C2CCCC2)S(=O)(=O)c2ccc(-n3cnnn3)cc2)cc1 | 15 | -49
Cn1cnnc1SCC(=O)N1CCc2ccccc21 | -11 | -1
Cc1nc(N2CCN(Cc3ccc4c(c3)OCO4)CC2)nc2c1C(=O)CC(c1ccco1)C2 (stereo unspecified) | -25 | 3
Cc1cccc(N(C2C=CS(=O)(=O)C2)S(=O)(=O)c2ccccc2)c1 (stereo unspecified) | -2 | -1
O=C(CCn1nnc2ccccc2c1=O)N[C@@H](Cc1ccccc1)C(=O)O | -12 | -2
CC(C)CCNC(=O)CCS(=O)(=O)c1cccc2nonc12 | 13 | -4
Cn1c(SCc2ccccc2)nnc1C1CCCNC1 (stereo unspecified) | 5 | -6
COc1cc(C(=O)N2CCN=C2c2ccccc2)cc(OC)c1OC | 14 | 8
COc1ccc(N2CCN(S(C)(=O)=O)CC2)cc1 | 0 | 0
Cc1nc2ccccn2c1C(=O)N/N=C/c1cc(C)n(-c2ccc(Br)cc2)c1C | 9 | 6
Cc1ccc(CN(Cc2cc3cc(C)ccc3[nH]c2=O)C(=O)N2CCOCC2)cc1 | 22 | -6
O=C(O)C1CCCCC1C(=O)Nc1cccc(Cl)c1Cl (stereo unspecified) | 1 | -4
Cc1oc(C(=O)O)cc1COc1ccc2c3c(c(=O)oc2c1C)CCC3 | -4 | 34
COc1cccc(-n2c(C)n[nH]c2=O)c1 | 7 | -6
COc1cccc(-c2cc(C(F)(F)F)nc(N3CCC(C)CC3)n2)c1 | -1 | -28
O=c1c2ccccc2c(-c2ccccc2)nn1-c1ccc(Cl)c(Cl)c1 | 14 | 3
O=c1[nH]c2ccccc2cc1-c1noc(-c2cccnc2)n1 | -15 | 1
CCOC(=O)Cc1cc(=O)[nH]c(/N=C(\N)Nc2ccc(C)cc2C)n1 | 20 | -11
COc1cccc(Nc2ncnc3c2cnn3-c2cccc(C)c2)c1 | -93 | -4
(list continues)
SMILES | PAX8 reporter | ARNT-TACC3 inh
Cc1ccc(S(=O)(=O)NCCCCCC(N)=O)cc1 | -7 | -21
Cn1ncc(C#N)c1NC(=O)C1CC(c2ccc(Cl)c(Cl)c2)=NO1 (stereo unspecified) | 27 | 1
CCOC(=O)/C(C#N)=C\c1ccc(OCC(=O)Nc2ccc(C)cc2C)c(OC)c1 | 13 | 4
CC1=C(C(=O)N2CCCCCC2)C2(CCC(C)CC2)OC1=O (stereo unspecified) | 8 | 0
COc1ccc(CC(=O)NC(C)c2nnc(SCC(=O)Nc3nc(C)cs3)n2C)cc1 (stereo unspecified) | 9 | 11
Cc1cc(C(F)(F)F)n2ncc(-c3ccccc3)c2n1 | -13 | -4
N#CCSc1nc2ccc(N3CCCCC3)cc2c(=O)n1Cc1ccccc1 | -18 | -1
COc1c(C)cccc1C(=O)NC(=S)Nc1ccc2c(c1)Cc1ccccc1-2 | -1 | -2
COc1ccc(OCCN2CCN(C3CC(=O)N(CCC(C)C)C3=O)CC2)cc1 (stereo unspecified) | 4 | 0
CCCCn1c(C(C)NC(=O)COC)nc2ccccc21 (stereo unspecified) | -16 | 2
O=S(=O)(c1ccccc1)N1CCN(Cc2ccccc2C(F)(F)F)CC1 | 15 | 19
CCOC(=O)c1cccc(NC(=O)CSc2nnc(COc3ccc(Cl)cc3)o2)c1 | -5 | -2
COCc1c(C(=O)OC)nnn1-c1ccccc1 | -6 | 2
NC(=O)Nn1c(CCC(=O)O)ccc1-c1ccc(F)cc1 | 14 | 2
O=C(CSc1nc2c(sc3ccccc32)c(=O)n1Cc1ccco1)NCC1CCCO1 (stereo unspecified) | 8 | -11
Nc1c(-c2ccccc2)nc(Cl)nc1-c1ccccc1 | -11 | -24
O=C(CCN1CCN(CCO)CC1)Nc1ccc(F)c(F)c1 | 5 | -7
CCOC(=O)c1c(C)[nH]c(C(=O)COC(=O)c2cnc(C)cn2)c1C | 3 | 0
CS(=O)(=O)N1CCN(c2ccccc2NC(=O)c2cccc3ccccc23)CC1 | -10 | 3
Cc1ccc(CC(=O)N2CCOCC2)cc1 | -24 | -6
CC(=O)c1cccc(NC(=O)CCS(=O)(=O)c2cccc3nonc23)c1 | 7 | -8
Cc1ccc(C)c2c1[nH]c1ccccc12 | -6 | -19
CCOc1ccc(N2CC(C(=O)NCCCN3CCOCC3)CC2=O)cc1 (stereo unspecified) | 3 | -1
O=C(O)CCCC(=O)NCc1ccccn1 | 12 | 7
Cc1ccc(OCc2ccc(C(=O)Nc3nc4ccccc4n3Cc3ccccc3)o2)c([N+](=O)[O-])c1 | 3 | -8
COc1ccc(S(=O)(=O)N2CCSC2c2ccc(OC)c(OC)c2)cc1 (stereo unspecified) | 11 | 6
CCOc1ccc(OC(=O)c2cccnc2)cc1 | 2 | -14
CCCCN(C)C/C(O)=C(\C#N)c1nc(-c2ccccc2)cs1 | -3 | 5
O=C(CSc1ncn[nH]1)NCCc1ccccc1 | -18 | -31
CS(=O)(=O)N(CC(=O)NCc1ccc2c(c1)OCO2)c1ccccc1 | -16 | -3
Cc1ccc2c(CC(=O)OC(C)C(=O)NCc3ccc4c(c3)OCO4)coc2c1 (stereo unspecified) | 9 | -5
COC(=O)c1ccc(OCC(=O)c2ccc(O)cc2O)cc1 | -67 | -9
Cn1cccc1C(=O)NC(=O)CSc1cccc[n+]1[O-] | 5 | 3
Cc1sc(N/N=C/c2cccnc2)nc1-c1ccc(Cl)cc1 | -12 | -2
COc1cccc(NC(C)C(=O)N2CC(C)OC(C)C2)c1 (stereo unspecified) | -23 | 11
FC(F)(F)c1cccc(-c2ccc(-c3csnn3)o2)c1 | -66 | 0
O=C(c1ccc(COc2c(F)c(F)cc(F)c2F)o1)N1CCN(c2ccccc2)CC1 | 10 | 13
Cc1ccc2nc3n(c(=O)c2c1)CCCCC3 | -53 | -7
COC(=O)c1ccc(NC(=O)C2CCCCC2C(=O)O)cc1 (stereo unspecified) | -15 | 0
CN(CCCn1c(=S)[nH]c2ncccc2c1=O)Cc1ccccc1 | -5 | -4

Part of the list above, with two lines to a compound:
Below each compound: PAX8 reporter | ARNT-TACC3 inh
FC(F)(F)c1cccc(-c2ccc(-c3csnn3)o2)c1
    -66 | 0
CN(CCCn1c(=S)[nH]c2ncccc2c1=O)Cc1ccccc1
    -5 | -4
Cc1ccc2nc3n(c(=O)c2c1)CCCCC3
    -53 | -7

Following part
SMILES | PAX8 reporter | ARNT-TACC3 inh
Cc1ccc(-n2nc(C)c3c2OC(N)=C(C#N)C3c2ccncc2)cc1 (stereo unspecified) | 22 | 1
Cc1csc(NC(=O)CCCSc2nc3ccccc3s2)n1 | 23 | 2
CCN(CC)c1ccc(/C=N/n2c(C)cc(C)cc2=O)cc1 | 0 | -1
CN1CCCC(C(=O)C(C#N)c2ccccc2)C1 (stereo unspecified) | 0 | -1
CCOC(=O)c1sc(NC(=O)CSc2nccc(C)n2)c(C#N)c1C | -14 | -25
O=C(O)c1cccc(-n2nnnc2SCc2ccccn2)c1 | -7 | -1
CC(Oc1ccc2oc(-c3ccccc3)c(C(=O)O)c2c1)C(=O)O (stereo unspecified) | 6 | 5
O=C(CC1(O)C(=O)Nc2ccc(Br)cc21)c1ccc2c(c1)OCO2 (stereo unspecified) | -5 | -3
COC(=O)CCC(NC(=O)OCc1ccccc1)C(=O)NC(CC(C)C)C(=O)OC (stereo unspecified) | -5 | 0
COc1cc(Br)cc2cc(C(=O)OC3CCN(C)CC3)c(=O)oc12 | -22 | -9
Cc1ccc(C(OC(=O)c2ccco2)C(=O)NCc2cccs2)cc1 (stereo unspecified) | 23 | -1
O=C(C1CCN(S(=O)(=O)c2cnc[nH]2)CC1)N1CCN(c2ncccn2)CC1 | -7 | -6
O=C(COc1ccc(C(=S)N2CCOCC2)cc1)N1CCCC1 | 7 | 2
Cc1nc(N2CCN(Cc3ccccc3)CC2)nc2c1C(=O)CCC2 | 4 | -6
CCN(CC)c1ccc(-c2nn3c(-c4cccnc4)nnc3s2)cc1 | -16 | -5
COCc1cc(C)n(CC(=O)Nc2ccccc2OC)c(=O)c1C#N | 11 | 30
COc1ccc(/C=N/NC(=O)CCc2c(C)n[nH]c2C)cc1OC | -2 | -5
CCOc1cc2[nH]c(=O)n(CCC(=O)N3CCN(c4ccccc4OC)CC3)c(=O)c2cc1OCC | 5 | -3

Entries above that have bromine, in the order listed:
SMILES | PAX8 reporter | ARNT-TACC3 inh
Cc1cc(C(=O)Nc2c(F)cc(F)cc2Br)c(C)o1 | -9 | -5
CCCCNCc1cc(OC)c(OCC(N)=O)cc1Br | -2 | -6
Cc1ccc(C)c(C(=O)O/N=C(\N)c2ccc(Br)cc2)c1 | -64 | 10
CNC(=S)N1N=C(c2ccc(Br)cc2)CC1c1ccc(Br)cc1 (stereo unspecified) | 6 | 0
Cc1nc2ccccn2c1C(=O)N/N=C/c1cc(C)n(-c2ccc(Br)cc2)c1C | 9 | 6
O=C(CC1(O)C(=O)Nc2ccc(Br)cc21)c1ccc2c(c1)OCO2 (stereo unspecified) | -5 | -3
COc1cc(Br)cc2cc(C(=O)OC3CCN(C)CC3)c(=O)oc12 | -22 | -9
